Rv3671c protease = Rv3671c serine protease inhibitors, primary screen, biochemical, fluorescence polarization, M. tuberculosis H37Rv; inhibition, % at 5.96 µM; hit rate 0.048% among 320,000; AID 2606, 2010; P9WHR9; in the data active = inhibition above about 38%;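 also: extracellular domain of Rv3671c used as enzyme; 0% = enzyme with DMSO and 100% = no enzyme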
Target sequence (P9WHR9 whole entry, looked up, the tested form may be a part): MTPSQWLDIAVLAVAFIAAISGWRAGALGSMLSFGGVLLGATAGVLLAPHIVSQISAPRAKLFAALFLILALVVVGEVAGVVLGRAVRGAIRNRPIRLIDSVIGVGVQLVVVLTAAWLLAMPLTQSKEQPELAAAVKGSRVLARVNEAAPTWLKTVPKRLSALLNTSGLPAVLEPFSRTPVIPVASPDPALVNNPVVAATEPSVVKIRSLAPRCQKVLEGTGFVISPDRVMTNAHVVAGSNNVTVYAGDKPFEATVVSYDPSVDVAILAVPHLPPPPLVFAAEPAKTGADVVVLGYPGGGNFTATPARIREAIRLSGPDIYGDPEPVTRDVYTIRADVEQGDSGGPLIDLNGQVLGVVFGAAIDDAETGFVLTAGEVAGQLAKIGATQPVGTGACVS
PfHsp40 yeast = rescue of yeast from PfHsp40 toxicity, primary screen, S. cerevisiae, ATP luminescence; growth rescue, % at 12.5 µM; AID 504582, 2011; hit rate 0.68% among 340,000; S. cerevisiae expressing PfHsp40, growth rescue; in the data active = growth rescue above about 28%, passing the limit was not always enough; inconclusive = no clear call, values can overlap the other calls;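 also: yeast W303a lacking pdr1 and pdr3 grown in galactose medium; growth measured after three days at 30 °C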
MazF activator = activators of E. coli MazEF toxin-antitoxin RNase, primary screen, biochemical, fluorescence, uHTS; hit rate 0.32% among 350,000; FAM/BHQ RNA-DNA oligo cleavage fluorescence, 5 h; activation, % at 20 µM; AID 504720, 2011; in the data active = activation above about 50%
Target sequence (P0AE70 whole entry, looked up): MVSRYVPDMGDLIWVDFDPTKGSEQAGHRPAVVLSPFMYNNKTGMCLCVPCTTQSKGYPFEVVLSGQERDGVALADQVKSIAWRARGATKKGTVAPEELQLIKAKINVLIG
Yp Topo-I inh = Yersinia pestis topoisomerase I inhibitors, primary screen, biochemical, cleavage product accumulation, plate reader, single point; Y. pestis Topo-I cleavage product accumulation; activity, % at 10 µM; hit rate 0.064% among 360,000; AID 504884, 2011; in the data active = activity above about 50%, passing the limit was not always enough; inconclusive = no clear call, values can overlap the other calls; also: inactives centre near 2
VHR inh abs = VHR1 phosphatase inhibitors, primary screen, biochemical, absorbance, uHTS. Dual specificity protein phosphatase 3 (Homo sapiens), P51452. inhibition, % at 13.3 µM. AID 1654, 2009. hit rate 0.52% among 290,000. recombinant VHR phosphatase, pNPP absorbance; in the data active = inhibition above about 50%; also: some compounds called inactive have numbers as strong as hits
Target sequence (P51452 whole entry, looked up): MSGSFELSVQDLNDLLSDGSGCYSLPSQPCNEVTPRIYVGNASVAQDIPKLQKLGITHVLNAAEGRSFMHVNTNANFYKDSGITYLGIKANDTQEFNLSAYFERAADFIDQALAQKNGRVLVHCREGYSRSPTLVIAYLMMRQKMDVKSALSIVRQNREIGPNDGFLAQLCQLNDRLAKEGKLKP
Vc quorum ag = inducers of Vibrio cholerae quorum light production without autoinducers, primary screen, BH1578 luxS cqsA deficient, single point; V. cholerae BH1578 lux reporter, luminescence, 6 h; activation, % at 18.7 µM; hit rate 0.16% among 350,000; in the data active = activation mostly above about 9.7%, no sharp cut-off; inconclusive = no clear call, values can overlap the other calls; inactive = mostly below about 3.7%; also: not every result past the cut was called active; inactives centre near 0; reference of the scale not given here
TcdB GH inh = TcdB glycohydrolase inhibitors, primary screen, biochemical, single point, plate reader; TcdB glycohydrolase enzymatic assay; Toxin B (Clostridioides difficile), P18177; hit rate 0.24% among 350,000; inhibition, % at 9.99 µM; in the data active = inhibition above about 10%
PriA SSB inh = inhibitors of Klebsiella pneumoniae PriA binding to SSB C-terminal tail, primary screen, biochemical, AlphaScreen; PriA–SSB C-terminal tail interaction (Klebsiella pneumoniae); hit rate 0.6% among 430,000; AID 1272365, 2023; inhibition, % at 33 µM; AlphaScreen SSBct-PriA binding, biotinylated peptide; in the data active = inhibition mostly above about 37%, no sharp cut-off; inactive = mostly below about 20%;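 also: plate controls were negative control peptide for no effect and reference peptide for full effect; strong numbers were not always called active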
Anthrax LF inh2 = Bacillus anthracis LF protease inhibitors, primary screen, biochemical, multiplex microsphere, MLPCN library | Lethal factor (Bacillus anthracis), P15917 | multiplex microsphere protease cleavage assay | inhibition, % at 10 µM | hit rate 0.12% among 360,000; in the data active = inhibition above about 30%; inconclusive = no clear call, values can overlap the other calls; also: plate controls were buffer without enzyme for full effect and enzyme alone for no effect
3CLpro inhibitor = SARS-CoV 3CLpro protease inhibitors, primary screen, biochemical, quenched FRET; hit rate 0.14% among 290,000; Replicase polyprotein 1ab (Severe acute respiratory syndrome coronavirus), P0C6X7; inhibition, % at 6 µM; recombinant SARS-CoV 3CLpro, quenched FRET peptide cleavage; in the data active = inhibition above about 12%
Starred values were filed as active, the others as inactive; i = inactive; u = inconclusive; x = not tested or not shown; & = joins results of further samples.

No.	Compound	PriA SSB inh	Anthrax LF inh2	3CLpro inhibitor	Rv3671c protease	TcdB GH inh
1	CN1N=C(C(=O)N2CCCC(Nc3ccc(F)c(F)c3)C2)CCC1=O (centres undefined)	-12	4	0	5	-0.1
2	O=C(NCCc1ccccc1)c1ccc2nc(-c3ccco3)c(-c3ccco3)nc2c1	16	3	-2	1	x
3	Nc1nc2ccccc2n1/N=C/c1ccc(Br)cc1	x	-5	-4	-11	-0.5
4	CCOC(=O)c1cc(-c2ccc(Cl)cc2)nc2c1c(=O)[nH]c(=O)n2CCOC	-2	-4	-4	7	0.8
5	O=C(NC(=S)N1CCOCC1)c1ccc(F)cc1	-5	-1	-5	-2	0.6
6	CC(=O)N1CCCc2cc(S(=O)(=O)CCC(=O)N3CCN(c4cccc(C)c4)C(C)C3)ccc21 (centres undefined)	-9	-5	-6	6	-1.4
7	COC(=O)c1cn(CC(=O)Nc2ccc(F)cc2)c2ccccc12	-10	-2	-4	9	-3.2
8	COc1cccc(N(C(=O)CNC(=O)c2ccco2)C(C(=O)NC2CCCCC2)c2cccnc2)c1 (centres undefined)	-3	11	0	1	-0.6
9	Cc1ccsc1/C=N\Nc1cn[nH]c(=O)c1Cl	x	-3	3	7	0.7
10	CC(=O)NCCNc1nc(NC(C)C)nc2cc(-c3ccccc3)sc12	x	-7	x	x	3.6
11	O=C1C2CCN(CC2)[C@@H]1Cc1ccc2ccccc2c1O	3	-2	-1	8	x
12	CC(C)[C@H](NC(=O)c1cccc(S(=O)(=O)N2CCCC2)c1)c1nc2ccccc2[nH]1	2	-3	1	-3	x
13	CC1CCN(C(=O)c2[nH]cnc2C(=O)N[C@@H](C)C(=O)OCc2ccccc2)CC1	44*	-1	x	4	0.0
14	COc1ccccc1/C=C1\CCCC2=C1Nc1nnnn1C2c1ccccc1OC (centres undefined)	9	1	1	-8	x
15	CN(Cc1ccccc1Cl)C(=O)C1CC(=O)N(c2ccc3c(c2)OCCO3)C1 (centres undefined)	-7	u	x	x	-1.3

No.	Vc quorum ag	MazF activator	PfHsp40 yeast	Yp Topo-I inh	VHR inh abs
1	0.7	6	-0.4	5	10
2	-0.3	5	-0.6	6	30
3	-5.0	13	-0.7	11	-1
4	0.6	-5	1.8	-3	-6
5	-2.5	-10	0.5	-12	1
6	-0.3	9	0.2	25	4
7	-0.1	-9	-0.8	-10	-8
8	0.2	-10	1.1	0	17
9	-0.3	7	1.1	1	-5
10	-0.3	x	x	-5	x
11	-0.2	-3	-0.8	-3	13
12	x	0	-1.4	4	20
13	5.9	-16	0.0	19	15
14	-0.2	-5	0.9	20	-10
15	6.2	-3	0.0	15	x

Structures shown so far that contain fluorine:
No.	Compound	PriA SSB inh	Anthrax LF inh2	3CLpro inhibitor	Rv3671c protease	TcdB GH inh
1	CN1N=C(C(=O)N2CCCC(Nc3ccc(F)c(F)c3)C2)CCC1=O (centres undefined)	-12	4	0	5	-0.1
5	O=C(NC(=S)N1CCOCC1)c1ccc(F)cc1	-5	-1	-5	-2	0.6
7	COC(=O)c1cn(CC(=O)Nc2ccc(F)cc2)c2ccccc12	-10	-2	-4	9	-3.2

No.	Vc quorum ag	MazF activator	PfHsp40 yeast	Yp Topo-I inh	VHR inh abs
1	0.7	6	-0.4	5	10
5	-2.5	-10	0.5	-12	1
7	-0.1	-9	-0.8	-10	-8

More entries follow.
No.	Compound	PriA SSB inh	Anthrax LF inh2	3CLpro inhibitor	Rv3671c protease	TcdB GH inh
16	COc1cc(OC)cc(C(=O)N2CCC3(CC2)NCCc2[nH]cnc23)c1	-10	-2	0	-4	0.0
17	Cc1cc(NC(=O)c2cccc(S(=O)(=O)N(C)C)c2)n(-c2ccccn2)n1	-6	7	5	-4	x
18	CC1S/C(=N/N=C/c2ccco2)N(Cc2ccccc2)C1=O (centres undefined)	x	-10	5	2	0.8
19	CCCCC1(C)NC(=O)N(CC(=O)N2CCc3ccccc32)C1=O (centres undefined)	-6	4	x	-3	-0.3
20	CCN(CC)S(=O)(=O)c1ccc2c(c1)nc(SCC(=O)N1CCCCCC1)n2-c1ccc(OC)cc1	-8	1	10	-24	x
21	COC(=O)c1cc(OC)c(OC)cc1NC(=O)CN1CCOCC1	-19	-1	-1	4	x
22	O=C(C1CCCN(S(=O)(=O)c2ccccc2)C1)N1CCN(c2ccc(F)cc2)CC1 (centres undefined)	-6	-4	-7	-2	-0.2
23	CC(C)NC(=O)C1(C)CCN1C(=O)c1cccn1C (centres undefined)	x	-3	x	x	-0.3
24	Cn1c(=O)c2c(nc(NCc3ccccc3)n2CC(N)=O)n(C)c1=O	-11	4	1	2	1.5
25	COc1cc(/C=C2\COC/C(=C\c3ccc(O)c(OC)c3)C2=O)ccc1O	10	-1	1	2	1.0
26	Cc1ccc(-c2nc(CS(=O)(=O)CC(=O)NCCN3CCOCC3)c(C)o2)cc1	-14	4	4	-9	0.2
27	CCCCC(=O)Nc1ccccc1CC	7	-6	-8	11	0.4
28	Nc1ccc(Oc2ccc(Cl)cc2)cc1	4	-3	-5	-4	x
29	CSCCC(NS(=O)(=O)c1ccc2c(c1)oc(=O)n2C)C(=O)NC1CCC(C)CC1 (centres undefined)	-15	7	0	3	-0.5
30	NC(=O)/C=C\c1cn(-c2ccccc2)nc1-c1ccc2c(c1)OCCO2	-3	-2	5	-11	x

No.	Vc quorum ag	MazF activator	PfHsp40 yeast	Yp Topo-I inh	VHR inh abs
16	-0.6	14	0.0	3	1
17	-1.6	5	0.1	2	8
18	i	-2	x	1	2
19	i	6	-1.5	6	x
20	i	-4	2.0	15	19
21	i	2	0.7	-3	0
22	i	-1	2.3	29	27
23	-4.5	x	x	8	x
24	2.6	-11	1.2	-5	-23
25	i	-6	9.1	0	23
26	-0.3	0	-0.8	1	16
27	-0.4	-11	-0.3	6	10
28	-6.7	1	0.3	9	16
29	0.5	3	1.3	-10	-10
30	-0.5	9	0.7	10	-4

(more compounds)
No.	Compound	PriA SSB inh	Anthrax LF inh2	3CLpro inhibitor	Rv3671c protease	TcdB GH inh
31	CCC(C)NC(=O)Cc1c(C)c2cc3c(cc2oc1=O)OC(C)(C)CC3 (centres undefined)	5	-2	3	11	1.2
32	COc1ccc(N=C2SC(CC(=O)Nc3ccc(OC)cc3OC)C(=O)N2C)cc1 (centres undefined)	10	-2	0	4	x
33	C=C(C)CSc1cc(C)nc2c(-c3ccccc3)c(C)nn12	-20	9	0	1	2.0
34	O=C(Nc1cccc(F)c1)C1CCN(C(=O)c2ccccc2Cl)CC1	-13	-1	2	2	x
35	O=C1C=C(c2ccc(-c3ccccc3)c(F)c2)C[C@@H](c2ccc(Cl)cc2)C1	-8	-4	x	0	0.5
36	C(=N\Nc1nncn1/N=C/c1ccco1)/c1ccco1	i	-7	-1	-2	0.0
37	CCN1C(=O)C(=O)N(CC(=O)N(C)CC(=O)Nc2ccccc2Cl)C1=O	-13	-4	x	2	-0.3
38	CCC(=O)/C=C1/Sc2ccc(OC)cc2N1CCO	-9	-1	-1	2	1.9
39	COc1ccc(Cl)cc1Nc1nc(C)nc2c1nnn2Cc1ccccc1	0	6	-1	-3	-4.5
40	Cc1cc(C(=O)Nc2cccc([N+](=O)[O-])c2C)cs1	-11	-4	3	-14	-0.2
41	COC(=O)C1=C(c2ccc(F)cc2F)C[C@@H]2CC[C@H]1N2C(=O)N1CCC(O)CC1	-31	12	x	9	-4.2
42	C=CCc1cccc2cc(C(=O)NCc3ccc(C(=O)OCC)o3)c(=O)oc12	-8	-4	4	-3	x
43	CCN1CCN(C(=S)c2ccc(O)cc2)CC1	-26	-7	-1	2	8.3
44	CCc1ccc(NC(=O)CCS(=O)(=O)c2ccc(Br)cc2)cc1	0	17	2	-2	0.3
45	CCN1CCN(C(c2ccccc2)c2nnnn2Cc2ccc(OC)cc2)CC1 (centres undefined)	-7	0	1	-6	0.5

No.	Vc quorum ag	MazF activator	PfHsp40 yeast	Yp Topo-I inh	VHR inh abs
31	i	-6	7.4	8	-25
32	2.2	-2	-0.4	1	27
33	-0.6	7	0.9	6	17
34	-0.9	2	0.1	-5	31
35	i	0	-0.7	-11	x
36	2.3	3	0.3	4	6
37	i	-1	1.2	6	x
38	-1.0	1	-0.9	-9	11
39	-0.2	3	-1.2	-2	-2
40	-0.2	-3	-0.8	3	28
41	i	8	0.6	0	x
42	1.2	1	1.9	-7	42
43	-0.5	2	1.6	-7	47
44	-0.5	0	x	6	-15
45	-0.3	7	3.5	4	-1

Next section.
No.	Compound	PriA SSB inh	Anthrax LF inh2	3CLpro inhibitor	Rv3671c protease	TcdB GH inh
46	Nc1o[nH]c(=O)c1C1CCCCC1	-4	3	x	x	4.4
47	Cn1nc(-c2ccc(N3CCCCC3)c(NC(=O)c3ccco3)c2)c2ccccc2c1=O	4	-2	-5	-10	x
48	CC(=O)N1CCOc2ccc(S(=O)(=O)NCCc3ccc(Cl)cc3)cc21	-3	-1	8	5	2.2
49	CCCCNC(=O)CC1C(=O)N(Cc2ccccc2)C(C)c2nc3ccccc3n21 (centres undefined)	-7	-4	3	-6	x
50	COCCCN1C(=O)C(CC(=O)NC(c2ccccc2)c2ccccc2)CC(C(=O)N(C)C)=C1C (centres undefined)	x	2	x	x	0.3
51	COc1ccc(CCNC(=O)C(=O)NCC2CCCN2S(=O)(=O)c2cccs2)cc1OC (centres undefined)	-9&12	-5	x	4	0.5
52	COc1ccc(NC(=O)Cn2cnc3sc(C)c(S(=O)(=O)N4CCOCC4)c3c2=O)c(OC)c1	-4	-5	4	3	15*
53	CCOC(=O)CSc1nnc(Cc2ccccc2)n1-c1ccc(C)cc1	-17	1	-4	-4	1.2
54	COc1ccccc1P(=O)(c1ccccc1)c1ccc([N+](=O)[O-])cc1 (centres undefined)	0	13	-1	-2	1.9
55	O=C(O)c1cc(NC(=O)c2ccccc2F)cc(NC(=O)c2ccccc2F)c1	0	11	3	-4	0.8
56	CC(=O)Nc1ccc(NC(=O)C2(C)CC2(Cl)Cl)cc1 (centres undefined)	6	-7	4	-3	x
57	Cc1cccc(NC(=O)CCc2ccc(C)o2)c1	-4	-1	2	-12	x
58	CCCCc1nc(SCC(=O)Nc2nnc(CCCC)s2)n[nH]1	2	-3	-1	2	0.4
59	Cc1noc(C)c1COc1ccc(C(=O)N2CCN(S(=O)(=O)c3ccc(F)cc3)CC2)cc1	2	-3	x	x	0.8

No.	Vc quorum ag	MazF activator	PfHsp40 yeast	Yp Topo-I inh	VHR inh abs
46	-2.3	2	-0.8	3	x
47	i	-9	1.3	-1	-8
48	i	5	0.2	4	7
49	-2.5	0	0.7	-10	-1
50	i	7	x	-4	x
51	5.0	-1	0.3	18	x
52	-0.2	-2	-1.7	4	12
53	1.2	7	0.1	25	9
54	i	4	0.2	7	-20
55	i	8	-0.7	2	-1
56	-1.4	6	1.3	-5	-14
57	3.6	1	0.9	5	4
58	i	-2	0.0	-4	11
59	-1.1	7	-0.2	24	x

These rows are one share of the data; count on the stated rates, not on these rows.
